DRD3 agonist: D3 dopamine receptor (human) agonism. P35462. max activation, %. actives 0.58% (n = 410,000). D3R DiscoveRx beta-arrestin cells, luminescence, 90 min; in the data active = max activation above about 30%; note: 0% is about no effect; mostly tested at two doses, the higher about 12 µM
Target sequence (P35462 whole entry, looked up): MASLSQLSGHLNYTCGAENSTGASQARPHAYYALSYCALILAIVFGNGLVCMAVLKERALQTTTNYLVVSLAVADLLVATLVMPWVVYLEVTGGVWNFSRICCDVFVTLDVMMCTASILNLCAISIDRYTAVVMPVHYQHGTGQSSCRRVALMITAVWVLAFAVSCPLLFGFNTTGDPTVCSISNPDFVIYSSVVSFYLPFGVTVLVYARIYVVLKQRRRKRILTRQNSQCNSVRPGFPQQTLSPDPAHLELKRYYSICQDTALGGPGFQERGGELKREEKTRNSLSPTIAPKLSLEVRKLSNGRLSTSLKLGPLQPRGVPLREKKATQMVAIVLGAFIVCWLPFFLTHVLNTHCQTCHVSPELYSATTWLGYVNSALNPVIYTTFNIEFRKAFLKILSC
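Agonist-mode cell screen: cells plated at 1500/well and incubated overnight at 37 °C, then exposed to library compounds for 90 min at 37 °C. Detection reagent was added for 30–60 min at room temperature, and luminescence was read.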
aSyn rescue: alpha-synuclein toxicity inhibition in yeast; actives 0.14% (n = 370,000); Potency, µM (doses to about 46.1 µM), inactives show at the top dose growth rescue (activation), usual class: activators; Yeast expressing alpha-synuclein, growth rescue, BacTiter-Glo, 24 h; note: potency is the fitted concentration of half-maximal effect; % of control where 0% means no effect; nearly all actives have a fitted effect of over 65% in size
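Screening used galactose-induced yeast with toxic alpha-synuclein levels, exposed to compound for 24 hr at 30 deg C. Cell growth, read with BacTiter-Glo luminescence, gave the measured signal.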
KB-V1 MDR tox: KB-V1 MDR subline cytotoxicity | KB-V1 MDR cells viability, CellTiter-Glo, 72 h | Potency, µM (series often up to 46.1 µM), without a hit: at the top dose activity change, negative = cytotoxicity, most hits filed as cytotoxic | actives 3.4% (n = 400,000) | AID 1347076; note: potency is the fitted concentration of half-maximal effect; % is set by controls: 0 for no effect and ±100 for the full control effect; nearly all actives have a fitted effect of over 60% in size
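KB-V1 cells (P-gp-expressing MDR subline of KB-3-1) in phenol-red-free DMEM with 10% FBS were exposed to library compounds over a concentration series for 72 h at 37 degrees C. Viability read by CellTiter-Glo luminescence; concentration-effect curves fitted after normalization.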
TDP43 rescue: rescues yeast growth from TDP-43 toxicity | AID 652104 | actives 1.8% (n = 410,000) | TDP-43 expressing yeast growth rescue, BacTiter-Glo, 24 h | Potency, µM (top dose mostly 46.1 µM), for inactives: at the top dose growth rescue (activation), actives largely listed as activators; note: potency is the fitted concentration of half-maximal effect; % of control where 0% means no effect; nearly all actives have a fitted effect of over 50% in size
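Yeast expressing TDP-43 (pregrown in raffinose, seeded at OD600=0.02 in galactose medium) exposed to compounds 24 hr at 30 deg C. Growth read by BacTiter-Glo luminescence; rescue of toxicity appears as increased signal.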
GLP-1R agonist: agonists of human GLP-1 receptor. HEK293 GLP-1R CRE-luciferase, luminescence, 4-6 h; cells express a hypersensitive GLP-1R form. Potency, µM (highest dose often 45.6 µM), for inactives: at the top dose activation, usual class: activators. actives 0.007% (n = 380,000). AID 624172; note: potency is the fitted concentration of half-maximal effect; % of control where 0% means no effect
Target sequence (P43220 whole entry, looked up): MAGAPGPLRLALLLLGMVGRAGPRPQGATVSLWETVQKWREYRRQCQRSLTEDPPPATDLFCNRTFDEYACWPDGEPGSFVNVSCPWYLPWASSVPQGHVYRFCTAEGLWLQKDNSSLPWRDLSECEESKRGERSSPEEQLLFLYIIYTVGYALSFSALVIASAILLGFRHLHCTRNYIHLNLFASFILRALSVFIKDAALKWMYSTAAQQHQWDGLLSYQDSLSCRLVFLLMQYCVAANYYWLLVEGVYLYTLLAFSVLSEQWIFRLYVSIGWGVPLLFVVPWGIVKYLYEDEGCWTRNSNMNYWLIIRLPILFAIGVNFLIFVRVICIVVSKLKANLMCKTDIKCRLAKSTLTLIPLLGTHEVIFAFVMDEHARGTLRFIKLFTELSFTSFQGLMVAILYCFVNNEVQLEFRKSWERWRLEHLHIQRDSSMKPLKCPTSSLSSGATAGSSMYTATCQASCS
DRD3 antagonist: antagonists of human D3 dopamine receptor. P35462. D3R cells, DiscoveRx beta-arrestin luminescence, antagonist mode; hits give low values. max response, negative = inhibition, %. actives 2.5% (n = 360,000); in the data active = max response below about -50%; inconclusive = no clear call, values can overlap the other calls; note: % is set by controls: 0 for no effect and ±100 for the full control effect; mostly tested at two doses, the higher about 12 µM
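Cells expressing the human receptor were seeded at 1500 cells/well, incubated overnight at 37 degrees C in 5% CO2, then exposed to library compounds with dopamine controls for 90 minutes at 37 degrees C before luminescent detection.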
PTHR1 agonist: activates the human parathyroid hormone receptor PTHR1; Potency, µM (top dose mostly 115 µM), inactives show at the top dose activation, usual class: activators; actives 0.075% (n = 410,000); Q03431; HEK293 GP2 PTHR1 cells, GloSensor cAMP luminescence, 1 h; AID 743266; note: potency is the fitted concentration of half-maximal effect; nearly all actives have a fitted effect of over 55% in size; some results filed as inactive show a strong effect at the top dose; inactives centre near -15; many of its hits are not listed in these tables
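HEK-293-derived GP2 cells expressing PTHR1 and a GloSensor cAMP reporter, 3,000/well, plated overnight, given luciferin plus IBMX (each 0.5 mM as added) for 1 h at 37 °C, then compound for 1 h at 37 °C. Luminescence was read after 15 min at room temperature.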
HEK293 tox: cytotoxicity counter-screen for GLP-1 receptor inverse agonists | HEK293 cAMP-luciferase reporter cells, luminescence, 24 h | Potency, µM (top dose mostly 38.3 µM), without a hit: at the top dose activity change, negative = inhibition, most hits filed as inhibitors | actives 0.13% (n = 410,000) | AID 624418;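 note: loss of luciferase light is scored as toxicity; potency is the fitted concentration of half-maximal effect; % is set by controls: 0 for no effect and ±100 for the full control effect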
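MLSMR compounds, 24 hr on cells at 37 deg C/5% CO2; luminescence after luciferase reagent (12 min RT). Inhibition counted as the undesired cytotoxic outcome.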
GLP-1R inv ag: GLP-1 receptor (human) inverse agonism | P43220 | HEK293 GLP-1R CRE-luciferase, luminescence, 24 h; GLP-1R form is constitutively active | Potency, µM (top dose mostly 38.3 µM), for the others: at the top dose activity change, negative = inhibition, hits mostly inhibitors | actives 1.6% (n = 410,000); note: potency is the fitted concentration of half-maximal effect; % is set by controls: 0 for no effect and ±100 for the full control effect; nearly all actives have a fitted effect of over 55% in size
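Cells are plated, allowed 12 hours at 37 deg C, then treated with compounds for 24 hr before luciferase detection reagent is added and luminescence is read after 12 min at room temperature. The HEK293 line carries constitutively active GLP-1R with a cAMP-responsive reporter.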
Active calls of the source: *; & = joins results of further samples; ! = repeats disagree; [ ] = dose if it differs, or a comment. Unless noted, calls come from the whole dose curve; as a rule, active = well fitted curve in the direction sought with a large enough effect; inconclusive = small, poorly fitted or top-dose-only effect, or another doubt; inactive = no such curve, though single readings can be large; an effect the other way counts as inactive or inconclusive. Only part of the results is shown; the hit share may differ from the screen's.

For O=C(CN1C(=O)COc2ccc(S(=O)(=O)N3CCCCC3)cc21)NCc1ccccc1Cl the results were DRD3 agonist 0&-21, aSyn rescue -4%, KB-V1 MDR tox -12%, TDP43 rescue -14%&23%, GLP-1R agonist 6%, DRD3 antagonist -6, PTHR1 agonist -26%, HEK293 tox -7%&-30% and GLP-1R inv ag inconclusive.
CCOc1ccc(CC(=NCCc2ccccc2)C2=C(O)CC(C)(C)CC2=O)cc1OCC was read as DRD3 agonist 4, aSyn rescue -11%, KB-V1 MDR tox -28%, TDP43 rescue 16%, GLP-1R agonist 13%, DRD3 antagonist -3, PTHR1 agonist -8%, HEK293 tox -1% and GLP-1R inv ag inconclusive.
For Cc1c(CNCc2ccc(OC(C)C)cc2)c(C(=O)O)c(C)n1Cc1ccc(Cl)cc1 the results were DRD3 agonist -20, KB-V1 MDR tox 0%, TDP43 rescue -1%, PTHR1 agonist inconclusive, HEK293 tox -10% and GLP-1R inv ag 1%.
For O=C(O)c1ccc(-n2nnc3ccccc32)c([N+](=O)[O-])c1 the results were DRD3 agonist 1, aSyn rescue 2%, KB-V1 MDR tox -5%, TDP43 rescue -14%, GLP-1R agonist inconclusive, DRD3 antagonist -8, PTHR1 agonist inactive, HEK293 tox -3% and GLP-1R inv ag 64%[activator].
`Cc1ccsc1C(=O)N1CCN(S(=O)(=O)c2cccs2)CC1` gave DRD3 agonist -9, aSyn rescue -1%, KB-V1 MDR tox inconclusive, TDP43 rescue 4%, GLP-1R agonist -1%, DRD3 antagonist -20, PTHR1 agonist -7%, HEK293 tox -2%[7.66 µM] and GLP-1R inv ag 5%[7.66 µM].
Cc1ccc2[nH]cc(C(=O)CN3CCN(c4ccccc4F)CC3)c2c1 was read as DRD3 agonist -23, aSyn rescue 4%, KB-V1 MDR tox 10µM*, TDP43 rescue -11%, GLP-1R agonist -4%, DRD3 antagonist -21, PTHR1 agonist 0%[57.5 µM], HEK293 tox 4% and GLP-1R inv ag 0%.
`CCOCCn1c(SCc2ccc(F)cc2)nc2c1c(=O)[nH]c(=O)n2C` gave DRD3 agonist -4, aSyn rescue -3%, KB-V1 MDR tox -3%, TDP43 rescue 9%, GLP-1R agonist -3%, DRD3 antagonist -30, PTHR1 agonist -13%, HEK293 tox 3% and GLP-1R inv ag 15%.
CCCC(=O)NC(c1ccc(OC)c(OC)c1)c1cc(Cl)c2cccnc2c1O (stereo not given) was read as DRD3 agonist 12, aSyn rescue 5%&-7%, KB-V1 MDR tox 23µM*!, TDP43 rescue 10%, GLP-1R agonist 3%, DRD3 antagonist -5, PTHR1 agonist 0%, HEK293 tox -7% and GLP-1R inv ag inconclusive.
For COc1cc(CN2CCN(S(=O)(=O)c3ccc(NC(C)=O)cc3)CC2)cc(OC)c1O the results were DRD3 agonist -5, aSyn rescue 13%, KB-V1 MDR tox 2%, TDP43 rescue 1%, GLP-1R agonist -2%, DRD3 antagonist -5, PTHR1 agonist inactive, HEK293 tox 10% and GLP-1R inv ag 1%.
`COCc1cc(C)nc(SCC(=O)Nc2ccccc2C)c1C#N` gave DRD3 agonist 5, aSyn rescue -5%, KB-V1 MDR tox -26%, TDP43 rescue 7%, GLP-1R agonist -2%, DRD3 antagonist -25, PTHR1 agonist -8%[57.5 µM], HEK293 tox 14% and GLP-1R inv ag 30%[activator].
`CC(=O)Nc1cccc(NC(=O)COC(=O)C2CC3CCCC(C2)C3=O)c1` (stereo not given) gave DRD3 agonist 1, aSyn rescue 0%, KB-V1 MDR tox 10%, TDP43 rescue -18%, GLP-1R agonist -8%, DRD3 antagonist 4, PTHR1 agonist inactive, HEK293 tox 10% and GLP-1R inv ag 16%.
For O=C(C[C@H]1C/C=C\CC[C@H](Cc2ccc(F)cc2)C(=O)OC[C@@H](Cc2c[nH]c3ccccc23)NC1=O)NCCO the results were DRD3 agonist 4, aSyn rescue -3%, KB-V1 MDR tox 17%, TDP43 rescue 19%, GLP-1R agonist -7%, DRD3 antagonist 10, PTHR1 agonist -23%, HEK293 tox 7% and GLP-1R inv ag -3%.

Reprinted from the part before: 3 compounds; new compounds follow.
`COCc1cc(C)nc(SCC(=O)Nc2ccccc2C)c1C#N` gave DRD3 agonist 5, aSyn rescue -5%, KB-V1 MDR tox -26%, TDP43 rescue 7%, GLP-1R agonist -2%, DRD3 antagonist -25, PTHR1 agonist -8%[57.5 µM], HEK293 tox 14% and GLP-1R inv ag 30%[activator].
`CC(=O)Nc1cccc(NC(=O)COC(=O)C2CC3CCCC(C2)C3=O)c1` (stereo not given) gave DRD3 agonist 1, aSyn rescue 0%, KB-V1 MDR tox 10%, TDP43 rescue -18%, GLP-1R agonist -8%, DRD3 antagonist 4, PTHR1 agonist inactive, HEK293 tox 10% and GLP-1R inv ag 16%.
For O=C(C[C@H]1C/C=C\CC[C@H](Cc2ccc(F)cc2)C(=O)OC[C@@H](Cc2c[nH]c3ccccc23)NC1=O)NCCO the results were DRD3 agonist 4, aSyn rescue -3%, KB-V1 MDR tox 17%, TDP43 rescue 19%, GLP-1R agonist -7%, DRD3 antagonist 10, PTHR1 agonist -23%, HEK293 tox 7% and GLP-1R inv ag -3%.
Screening Cc1cc(=O)[nH]c(SCC(=O)N2CCC(Cc3ccccc3)CC2)n1 returned DRD3 agonist 0, aSyn rescue -2%, KB-V1 MDR tox inconclusive, TDP43 rescue -6%[9.22 µM], GLP-1R agonist 3%, DRD3 antagonist 3, PTHR1 agonist inactive, HEK293 tox 0% and GLP-1R inv ag -8%.
`CC(=O)Oc1cccc(NC(=O)c2cccc(C(=O)Nc3cccc(OC(C)=O)c3)c2)c1` gave DRD3 agonist 1, aSyn rescue -2%, KB-V1 MDR tox -1%, TDP43 rescue 3%, GLP-1R agonist 3%, DRD3 antagonist -19, PTHR1 agonist -11%, HEK293 tox -10% and GLP-1R inv ag inconclusive.
CCOCC(=O)Nc1nnc(COC)s1 was read as DRD3 agonist -3, aSyn rescue 8%, KB-V1 MDR tox -11%, TDP43 rescue 18%, GLP-1R agonist -9%, DRD3 antagonist -13, PTHR1 agonist inconclusive, HEK293 tox 5% and GLP-1R inv ag 9%.
Cn1c(=O)n(C)c2cc([N+](=O)[O-])c(N3CCN(C(=O)c4ccc(F)cc4)CC3)cc21 was read as DRD3 agonist 1, aSyn rescue 4%, KB-V1 MDR tox inconclusive, TDP43 rescue 1%, GLP-1R agonist 2%, DRD3 antagonist 6, PTHR1 agonist -47%[inhibitor], HEK293 tox -6% and GLP-1R inv ag -4%.
COc1cc(Cl)c(C)cc1NC(=O)c1ccccc1NC(=O)CN1CCN(c2ccccn2)CC1 was read as DRD3 agonist 4, aSyn rescue 0%, KB-V1 MDR tox -18%, TDP43 rescue 4%, GLP-1R agonist -6%, DRD3 antagonist 36, PTHR1 agonist -43%[inhibitor], HEK293 tox -16% and GLP-1R inv ag -23%.
For CCCCn1nnc(NC(=S)NC(=O)c2cccs2)n1 the results were DRD3 agonist -13, aSyn rescue -15%, KB-V1 MDR tox -22%, TDP43 rescue 35µM*, GLP-1R agonist 13%, DRD3 antagonist inconclusive, PTHR1 agonist -9%, HEK293 tox inconclusive and GLP-1R inv ag -30%.
For COc1ccc(Cl)cc1NC(=O)CCn1c(=O)c2cccn2c2ccccc21 the results were DRD3 agonist 4, TDP43 rescue 0%, PTHR1 agonist inactive, HEK293 tox -9% and GLP-1R inv ag 2%.
`CCOc1cccc(=O)c2c(C)n(CC3CCCO3)c(C)c12` (stereo not given) gave DRD3 agonist -4, aSyn rescue -1%, KB-V1 MDR tox 3%, TDP43 rescue inconclusive, GLP-1R agonist 12%, DRD3 antagonist -14, PTHR1 agonist -8%, HEK293 tox -20% and GLP-1R inv ag 0%.
COc1ccc(N(C(=O)c2ccc(C(C)(C)C)cc2)S(=O)(=O)c2ccc(Cl)cc2)cc1 was read as DRD3 agonist -2, KB-V1 MDR tox inconclusive, TDP43 rescue 13%, PTHR1 agonist inactive, HEK293 tox -13% and GLP-1R inv ag inconclusive.
Screening Cc1cc2oc(C(=O)Nc3ccc(S(=O)(=O)Nc4ncccn4)cc3)cc(=O)c2cc1Cl returned DRD3 agonist 0, aSyn rescue 0%, KB-V1 MDR tox 0%, TDP43 rescue -2%, GLP-1R agonist 1%, DRD3 antagonist 9, PTHR1 agonist inactive, HEK293 tox -7% and GLP-1R inv ag -11%.
CNc1c([N+](=O)[O-])cnn1-c1ccccc1F was read as DRD3 agonist 4, aSyn rescue 0%, KB-V1 MDR tox 3%, TDP43 rescue -1%, GLP-1R agonist 18%, DRD3 antagonist 3, PTHR1 agonist inactive, HEK293 tox 0% and GLP-1R inv ag 79%[activator].
`COCCC(=O)N1CCC(Oc2ccc(C(=O)NCc3ccon3)cc2)CC1` gave DRD3 agonist 3, aSyn rescue -10%, TDP43 rescue 18%, GLP-1R agonist 3%, DRD3 antagonist 2, PTHR1 agonist 1%, HEK293 tox -10% and GLP-1R inv ag 9%.
For C=CCNC(=S)NNC(=O)Cn1c(-c2ccccc2)cc(=O)n2ncnc12 the results were DRD3 agonist -5, aSyn rescue 4%, KB-V1 MDR tox 8%, TDP43 rescue 22%, GLP-1R agonist -6%, DRD3 antagonist -9, PTHR1 agonist -39%, HEK293 tox -1% and GLP-1R inv ag 9%.
For Cc1ccc(-c2cc(C(=O)NCCCN3CCOCC3)c3ccc(Cl)c(C)c3n2)cc1 the results were DRD3 agonist -9, aSyn rescue -29%, KB-V1 MDR tox -3%, TDP43 rescue 5%, GLP-1R agonist 4%, DRD3 antagonist -5, PTHR1 agonist inactive, HEK293 tox -2% and GLP-1R inv ag inconclusive.
